Screening results as filed in PubChem BioAssay.
NFkB binder – binders of NF-kB p50 subunit, primary screen, biochemical, small molecule microarray, anti-His fluorescence | anti-His fluorescence binding | calls only | 17,000 compounds, 1.3% hits;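 active means spot fluorescence over background significantly raised, with a chance value under 7% in all four replicate spots of the compound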;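 further: probe protein is his-tagged human p50 processed subunit at 1 µg/ml; raw spot fluorescence signals with no normalization applied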
Target sequence (P19838 1-433 limits assumed): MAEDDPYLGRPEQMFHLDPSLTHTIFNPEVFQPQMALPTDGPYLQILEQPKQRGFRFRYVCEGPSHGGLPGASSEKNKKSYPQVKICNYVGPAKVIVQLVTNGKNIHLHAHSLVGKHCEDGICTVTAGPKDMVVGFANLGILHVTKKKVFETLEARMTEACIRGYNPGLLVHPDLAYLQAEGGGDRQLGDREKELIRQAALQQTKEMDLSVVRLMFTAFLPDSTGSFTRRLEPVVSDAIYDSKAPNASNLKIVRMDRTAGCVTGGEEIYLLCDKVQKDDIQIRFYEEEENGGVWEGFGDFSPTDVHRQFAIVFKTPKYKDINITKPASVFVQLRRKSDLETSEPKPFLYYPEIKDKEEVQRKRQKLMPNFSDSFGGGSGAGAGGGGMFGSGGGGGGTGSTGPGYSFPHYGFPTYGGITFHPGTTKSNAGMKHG
Calls only; i = inactive; + = active, no number. An excerpt. The share of hits here may be higher or lower than overall.

CCOC(=O)c1ccccc1NC(=O)c1cc(Cl)ccc1NC(=O)c1ccc(OC)cc1
  NFkB binder = i
C[C@H](CO)N1C[C@H](C)[C@@H](CN(C)C(=O)CCC(F)(F)F)OCc2cn(nn2)CCCC1=O
  NFkB binder = i
O[C@]12CO[C@H](c3ccc4c(c3)OCO4)[C@H]1CO[C@@H]2c1ccc2c(c1)OCO2
  NFkB binder = i
COC(=O)CNC(=O)c1cn(-c2ccccc2)nc1-c1cccs1
  NFkB binder = i
C[C@H](CO)N1C[C@H](C)[C@H](CN(C)C(=O)Nc2ccccc2)Oc2ncc(-c3cccc(C(F)(F)F)c3)cc2C1=O
  NFkB binder = +
CCc1cc2c(c(CC)n1)CCC(=O)N2Cc1ccc(-c2ccccc2-c2nn[nH]n2)cc1
  NFkB binder = i
CC(C)NC(=O)N(C)C[C@@H]1Oc2ccc(NS(=O)(=O)c3ccccc3)cc2C(=O)N([C@@H](C)CO)C[C@H]1C
  NFkB binder = i
O=C(O)CNC(=O)c1ccc(S(=O)(=O)N2CCCC2)cc1
  NFkB binder = i
C[C@H](CO)N1C[C@H](C)[C@H](CN(C)C(=O)Nc2ccc(N3CCCCC3)cc2)OCc2cn(nn2)CCCC1=O
  NFkB binder = i
Cc1cc(C)nc(NS(=O)(=O)c2ccc(Nc3nc(-c4ccc(F)cc4)cs3)cc2)n1
  NFkB binder = i
C[C@@H]1CN([C@@H](C)CO)C(=O)c2cccc(NS(=O)(=O)c3cccs3)c2O[C@H]1CN(C)Cc1ccc(C(F)(F)F)cc1
  NFkB binder = i
CNC[C@@H]1Oc2ccc(NS(=O)(=O)c3ccc(Cl)cc3)cc2CC(=O)N([C@H](C)CO)C[C@@H]1C
  NFkB binder = i
Cc1noc(C)c1NC(=O)Nc1cccc2c1O[C@@H](CN(C)Cc1ccc(C(=O)O)cc1)[C@@H](C)CN([C@@H](C)CO)C2=O
  NFkB binder = i
C[C@H]1CN([C@@H](C)CO)C(=O)CCCn2cc(nn2)CO[C@H]1CN(C)C(=O)CCCN(C)C
  NFkB binder = i
CC(C)NC(=O)Nc1ccc2c(c1)C(=O)N([C@H](C)CO)C[C@@H](C)[C@H](CN(C)S(=O)(=O)c1cn(C)cn1)OCCCC[C@@H](C)O2
  NFkB binder = i
C[C@@H]1CCCCO[C@H](CN(C)Cc2ccccc2)[C@H](C)CN([C@H](C)CO)C(=O)c2cc(NC(=O)CCC(F)(F)F)ccc2O1
  NFkB binder = i
COc1ccc(COCC23N=C4SCc5ccccc5CN4[C@H](c4ccccc4O2)[C@H]3CO[Si](C)(C)C(C)(C)C)cc1
  NFkB binder = i
CC(=O)N1CCN(C)CC1
  NFkB binder = i
C=C(C)C(O)C(O)c1c(OC)ccc2ccc(=O)oc12 (centres undefined)
  NFkB binder = i
O=C1O[C@H](c2ccccc2)[C@H](c2ccccc2)N2[C@H]1[C@@H](C(=O)O)[C@]1(C(=O)Nc3ccc(C#CCCO)cc31)[C@H]2c1ccccc1OCCO
  NFkB binder = i
O=C(O)C1=C[C@H](c2ccc3c(c2)Cc2ccccc2-3)C[C@H](OCc2ccc(CO)cc2)O1
  NFkB binder = i
COc1ccc(NC(=O)N(C)C[C@@H]2OCCCC[C@@H](C)Oc3ccc(NC(=O)Nc4ccc(C(F)(F)F)cc4)cc3C(=O)N([C@H](C)CO)C[C@@H]2C)cc1
  NFkB binder = i
CC(C)=CCc1c(O)cc(O)c2c1OC(c1ccccc1)CC2=O (centres undefined)
  NFkB binder = i
C[C@@H]1CN([C@@H](C)CO)C(=O)c2cccc(NC(=O)c3ccc(-c4nccs4)cc3)c2O[C@@H]1CN(C)CC1CC1
  NFkB binder = i
C[C@@H]1CN([C@@H](C)CO)C(=O)c2cc(NC(=O)CCC(F)(F)F)ccc2O[C@@H](C)CCCCO[C@H]1CN(C)S(=O)(=O)c1ccccc1
  NFkB binder = i

COc1ccc(CN(C)C[C@H]2Oc3ccc(NC(=O)CCN4CCOCC4)cc3C(=O)N([C@@H](C)CO)C[C@H]2C)cc1
  NFkB binder = i
C[C@@H]1CN([C@@H](C)CO)C(=O)Cc2cc(NS(C)(=O)=O)ccc2O[C@H]1CN(C)S(=O)(=O)c1cn(C)cn1
  NFkB binder = i
CC(/C=C/C1(O)C(C)CC(O)CC1(C)C)OC1OC(CO)C(O)C(O)C1O (centres undefined)
  NFkB binder = i
Cc1[nH]c2ccccc2c1C(=O)CSc1nc2sc3c(c2c(=O)n1-c1ccccc1)CCC3
  NFkB binder = i
Cc1noc(C)c1NC(=O)N(C)C[C@@H]1Oc2c(cccc2N(C)C)C(=O)N([C@H](C)CO)C[C@H]1C
  NFkB binder = i
C[C@H]1CCCCO[C@@H](CN(C)Cc2ccncc2)[C@@H](C)CN([C@@H](C)CO)C(=O)c2cc(NC(=O)c3ccncc3)ccc2O1
  NFkB binder = i
C[C@@H]1CN([C@H](C)CO)C(=O)c2cccc(NS(=O)(=O)c3ccccc3)c2O[C@H]1CN(C)C(=O)Nc1ccc2c(c1)OCO2
  NFkB binder = i
CC1CC[C@@]2(OC1)O[C@H]1CC3C4CC=C5C[C@@H](O[C@@H]6O[C@H](CO)[C@@H](O)[C@H](O)[C@H]6O)CC[C@]5(C)C4CC[C@]3(C)[C@@]1(O)[C@@H]2C (some centres undefined)
  NFkB binder = +
C[C@H](CO)N1C[C@H](C)[C@H](CN(C)Cc2ccc(C(F)(F)F)cc2)Oc2ccc(NS(C)(=O)=O)cc2C1=O
  NFkB binder = i
COc1ccc2c(c1)cc(C)c1nnc(SCC(=O)Nc3cccc(C(C)=O)c3)n12
  NFkB binder = i
COc1ccc(NC(=O)Nc2ccc3c(c2)C(=O)N([C@@H](C)CO)C[C@@H](C)[C@H](CN(C)S(=O)(=O)c2ccc(Cl)cc2)OCCCC[C@@H](C)O3)cc1
  NFkB binder = i
C[C@@H]1CN([C@H](C)CO)C(=O)CCCn2cc(nn2)CO[C@H]1CN(C)S(=O)(=O)c1cn(C)cn1
  NFkB binder = i
Cc1ccc(-c2nc3ccccc3c(=O)n2CCCn2ccnc2)cc1
  NFkB binder = i
CNC[C@@H]1OCCCC[C@@H](C)Oc2ccc(NC(=O)NC(C)C)cc2C(=O)N([C@H](C)CO)C[C@@H]1C
  NFkB binder = i
C[C@H](CO)N1C[C@H](C)[C@H](CN(C)S(=O)(=O)c2cccs2)Oc2ccc(NC(=O)CCN3CCOCC3)cc2C1=O
  NFkB binder = i
Cc1ccc(S(=O)(=O)N(C)C[C@@H]2Oc3ccc(NC(=O)C4CC4)cc3CC(=O)N([C@@H](C)CO)C[C@H]2C)cc1
  NFkB binder = i
COc1cc(C(=O)NCC(=O)O)cc(OC)c1OC
  NFkB binder = i
O=C(Cc1ccccc1)Nc1nc2ccc(Cl)cc2c2nc(-c3ccco3)nn12
  NFkB binder = i
CCOc1ccccc1CNc1nc2nc3c(c(=O)n2[nH]1)CCC3
  NFkB binder = i
CCC(C)S(=O)(=O)c1oc(-c2ccc(C)cc2)nc1S(=O)(=O)c1ccccc1 (centres undefined)
  NFkB binder = i
O=C(CCc1nc(-c2ccccc2)no1)Nc1ccccc1Cl
  NFkB binder = i
C[C@H]1CCCCO[C@@H](CN(C)S(=O)(=O)c2cn(C)cn2)[C@@H](C)CN([C@@H](C)CO)C(=O)c2cc(NS(=O)(=O)c3cn(C)cn3)ccc2O1
  NFkB binder = i
Cc1noc(C)c1S(=O)(=O)Nc1ccc2c(c1)C(=O)N([C@@H](C)CO)C[C@@H](C)[C@H](CN(C)C(=O)Nc1ccccc1)O2
  NFkB binder = i
COc1ccc(-c2coc3cc(O)ccc3c2=O)cc1O
  NFkB binder = i
COc1ccc(S(=O)(=O)N(C)C[C@H]2Oc3ccc(NC(=O)CCN4CCOCC4)cc3C(=O)N([C@@H](C)CO)C[C@@H]2C)cc1
  NFkB binder = i

An excerpt from above in order of number of heavy atoms, low to high.
COc1cc(C(=O)NCC(=O)O)cc(OC)c1OC
  NFkB binder = i
O=C(CCc1nc(-c2ccccc2)no1)Nc1ccccc1Cl
  NFkB binder = i
Cc1[nH]c2ccccc2c1C(=O)CSc1nc2sc3c(c2c(=O)n1-c1ccccc1)CCC3
  NFkB binder = i

Next part
C[C@@H]1CN([C@H](C)CO)C(=O)Cc2cc(NC(=O)C3CC3)ccc2O[C@@H]1CN(C)Cc1ccc2c(c1)OCO2
  NFkB binder = i
Cc1noc(C)c1S(=O)(=O)Nc1ccc2c(c1)CC(=O)N([C@@H](C)CO)C[C@H](C)[C@H](CN(C)Cc1ccc(-c3ccccc3)cc1)O2
  NFkB binder = i
CC(=O)NC(Cc1c[nH]c2cc(Cl)ccc12)C(=O)O (centres undefined)
  NFkB binder = i
Cc1noc(C)c1NC(=O)N(C)C[C@H]1Oc2c(NC(=O)c3cnccn3)cccc2C(=O)N([C@@H](C)CO)C[C@H]1C
  NFkB binder = i
COc1ccc(S(=O)(=O)n2nc(C)cc2C)cc1N(C)S(=O)(=O)c1ccccc1
  NFkB binder = i
C[C@@H]1CN([C@@H](C)CO)C(=O)c2cc(NC(=O)Nc3ccccc3)ccc2O[C@@H](C)CCCCO[C@H]1CN(C)Cc1ccncc1
  NFkB binder = i
C[C@@H]1CN([C@H](C)CO)C(=O)c2cc(NC(=O)Nc3ccc(F)cc3)ccc2O[C@@H](C)CCCCO[C@@H]1CN(C)Cc1ccc(C(=O)O)cc1
  NFkB binder = i
CC(C)NC(=O)Nc1ccc2c(c1)C(=O)N([C@@H](C)CO)C[C@@H](C)[C@H](CN(C)C)O2
  NFkB binder = i
C[C@@H]1O[C@@H](O[C@H]2[C@@H]3C=CO[C@@H](O[C@@H]4O[C@H](CO)[C@@H](O)[C@H](O)[C@H]4O)[C@@H]3[C@@]3(CO)O[C@@H]23)[C@H](O)[C@H](OC(=O)/C=C/c2ccccc2)[C@H]1O
  NFkB binder = i
C[C@H]1CCCCO[C@H](CN(C)Cc2ccc(C(=O)O)cc2)[C@@H](C)CN([C@@H](C)CO)C(=O)c2cc(NC(=O)c3ccncc3)ccc2O1
  NFkB binder = i
CCn1c(SCc2nc3ccccc3c(=O)[nH]2)nnc1-c1ccccc1C
  NFkB binder = i
C[C@H](CO)N1C[C@H](C)[C@H](CN(C)C(=O)Nc2ccc(F)cc2)Oc2ccc(NC(=O)NC3CCCCC3)cc2CC1=O
  NFkB binder = i
CC1(C)CC(=O)c2cc(C(=O)NCc3ccco3)c(=O)n(-c3ccc(Cl)cc3)c2C1
  NFkB binder = i
C/C(=C\CCC1(C)C2CCC(C2)C1(C)O)C(=O)O (centres undefined)
  NFkB binder = i
COc1ccc(NC(=O)N(C)C[C@H]2OCCCC[C@H](C)Oc3ccc(NC(=O)Nc4c(C)noc4C)cc3C(=O)N([C@H](C)CO)C[C@@H]2C)cc1
  NFkB binder = i
C[C@H]1CCCCO[C@@H](CN(C)C(=O)Nc2ccccc2)[C@@H](C)CN([C@@H](C)CO)C(=O)c2cc(NS(C)(=O)=O)ccc2O1
  NFkB binder = i
CC(=O)Nc1ccc(OCC(O)CNC2CCCC2)cc1 (centres undefined)
  NFkB binder = i
NC(=O)OCC(O)COc1ccc(Cl)cc1 (centres undefined)
  NFkB binder = i
CC1(C)CC[C@]2(C(=O)O[C@@H]3O[C@H](CO)[C@@H](O)[C@H](O)[C@H]3O)CC[C@]3(C)C(=CCC4[C@@]5(C)CC[C@H](O[C@@H]6O[C@H](C(=O)O)[C@@H](O[C@@H]7OC[C@H](O)[C@H](O)[C@H]7O)[C@H](O)[C@H]6O)C(C)(C)C5CC[C@]43C)C2C1 (some centres undefined)
  NFkB binder = i
C[C@@H]1CN([C@@H](C)CO)C(=O)c2cc(NS(C)(=O)=O)ccc2O[C@@H](C)CCCCO[C@@H]1CN(C)S(=O)(=O)c1cccs1
  NFkB binder = i
CC(C)c1cc2c(cc1O)[C@@]1(C(=O)O)CCCC(C)(C)C1CC2 (some centres undefined)
  NFkB binder = i
Cc1cc(I)ccc1NC(=O)CN(c1c(C)cccc1C)S(C)(=O)=O
  NFkB binder = i
COc1ccc(CN(C)C[C@@H]2Oc3c(NC(=O)c4ccncc4)cccc3C(=O)N([C@@H](C)CO)C[C@H]2C)cc1
  NFkB binder = i
C[C@@H]1CCCCO[C@H](CN(C)S(=O)(=O)c2ccc(Cl)cc2)[C@@H](C)CN([C@@H](C)CO)C(=O)c2cc(NS(=O)(=O)c3ccc(Cl)cc3)ccc2O1
  NFkB binder = i
Cn1nnnc1SCCNCc1ccncc1
  NFkB binder = i

Cc1noc(C)c1NC(=O)N(C)C[C@@H]1Oc2ccc(NC(=O)Nc3ccc4c(c3)OCO4)cc2CC(=O)N([C@H](C)CO)C[C@H]1C
  NFkB binder = i
C[C@H]1CN([C@@H](C)CO)C(=O)c2cccc(NC(=O)NC3CCCCC3)c2O[C@@H]1CN(C)C(=O)Nc1ccc(F)cc1
  NFkB binder = i
O=C(CSc1nc2ccccc2s1)Nc1ccc(N2CCOCC2)c(Cl)c1
  NFkB binder = i
Cc1noc(C)c1S(=O)(=O)Nc1ccc2c(c1)C(=O)N([C@@H](C)CO)C[C@@H](C)[C@@H](CN(C)C(=O)CCC(F)(F)F)OCCCC[C@H](C)O2
  NFkB binder = i
CN(CC(O)Cn1c2ccccc2c2ccccc21)S(C)(=O)=O (centres undefined)
  NFkB binder = i
Cc1ccc(F)cc1S(=O)(=O)N[C@@H]1CCN(C(=O)c2ccc(OC(C)C)cc2)C1
  NFkB binder = i
Cn1c(=O)c2c(ncn2Cc2cc(-c3ccccc3)no2)n(C)c1=O
  NFkB binder = i
COc1c(-c2ccccc2)oc2c(CC=C(C)C)c3c(c(OC)c2c1=O)C=CC(C)(C)O3
  NFkB binder = i
O=C(c1ccc([N+](=O)[O-])cc1)N(Cc1cc2ccccc2[nH]c1=O)c1ccccc1
  NFkB binder = i
C[C@H]1CN([C@@H](C)CO)C(=O)CCCn2nncc2CO[C@@H]1CN(C)Cc1ccc(Oc2ccccc2)cc1
  NFkB binder = i
Cc1noc(C)c1NC(=O)N(C)C[C@@H]1OCCCC[C@H](C)Oc2ccc(NS(=O)(=O)c3cccs3)cc2C(=O)N([C@H](C)CO)C[C@@H]1C
  NFkB binder = i

Structural class, those above containing a furan ring, fused or not.
O=C(Cc1ccccc1)Nc1nc2ccc(Cl)cc2c2nc(-c3ccco3)nn12
  NFkB binder = i
CC1(C)CC(=O)c2cc(C(=O)NCc3ccco3)c(=O)n(-c3ccc(Cl)cc3)c2C1
  NFkB binder = i
